Bioassay records: PubChem, several laboratories
Dynein cargo inh – dynein cargo transport inhibition | 220,000 tested, 0.47% active | AID 1381 | 3617.4 mouse cells, GR-EGFP nuclear translocation imaging; test concentration mostly 20 µM; stimulated with dexamethasone, 1 µM; hits give low values | z-score, hits read low;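 active means plate z-score of nuclear minus cytoplasmic receptor signal below a set negative limit, without overly bright fluorescence or cell loss, cut at about -3.5 in these data, passing the limit was not always enough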;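 further: z-score of nuclear minus cytoplasmic ring GR-EGFP intensity difference per well; some compounds called inactive have numbers as strong as hits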
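Buffer or medium: tet-free medium with charcoal-stripped serum / Also added: dexamethasone agonist, 1.0 µM final, for 30 min / Timing: induction 48 h, compound 1 h, agonist 30 min / Measured by: high-content fluorescence imaging after fixation / Read-out: nuclear-to-cytoplasmic GR-EGFP distribution per well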
MT stabilize HCS – stabilizes microtubules in HeLa cells; HeLa tubulin immunostaining HCS, 24 h; share of cells brighter than vehicle mean+2SD; % tubulin-high responders, % at 10 µM; 200,000 tested, 0.83% active;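 active means plate Z-score above 3 for both tubulin-high and condensed-nucleus cell shares, with cell loss under 80%, at 10 µM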;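 further: anti alpha tubulin signal scored within the nucleus-defined area of each cell; some results filed as inactive read as strong as hits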
Autophagy mod – alters autophagy in cells; MEF GFP-LC3 puncta imaging; test concentration mostly 10 µM; calls only at 10 µM (by protocol); 190,000 tested, 0.98% active; AID 463193;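 active means percentage of spot-positive cells more than 3 SD above its plate mean, without a fluorescence outlier flag or 80% toxicity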;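 further: spot-positive cell cutoff set from DMSO-treated cells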
b-catenin transl – alters nuclear translocation of beta-catenin in HeLa cells | immunofluorescence imaging | nuclear translocation activity, % at 5 µM | 190,000 tested, 0.3% active;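 active means nuclear translocation activity above 50% at 5 µM, with a well cell count of 50 or more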;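 further: per-cell ratio of nuclear to cytoplasmic median beta-catenin stain intensity; plate controls were DMSO negative control for no effect and GSK-3 inhibitor IX positive control for full effect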
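System: HeLa cells, endogenous beta-catenin; compound dosing: 5 µM primary single dose, 0.1% DMSO, 0.02–20 µM confirmation series; incubation: 24 h compound exposure at 37°C, 5% CO2; signal: beta-catenin immunofluorescence imaging with DAPI; evaluation: % activation, nuclear-to-cytoplasmic median beta-catenin signal ratio per cell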
ER stress rescue – rescue of cells from ER stress-induced death, primary screen, 384-well, CSM14.1, thapsigargin, ATP luminescence (AID 1222); CSM14.1 thapsigargin-induced death rescue, ATP luminescence; higher % means a stronger effect; one-dose cellular ATP content (survival), % at 20 µM; EC50 in µM for titrated hits; 190,000 tested, under 10 active;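 active means EC50 below 50 µM in the dose-response confirmation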;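 further: death triggered by thapsigargin at about 15 µM added after 2 h compound pretreatment; cell ATP read after overnight thapsigargin exposure of roughly 18 to 22 hours; normalized against plate controls of thapsigargin alone and 5% DMSO vehicle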
WT yeast gro inh – growth inhibition of WT yeast, mitochondrial fusion screen. AID 1362. mitochondrial fusion phenotypic screen, WT strain. 190,000 tested, 2.1% active. inhibition, % at 10 µM; in the data active means inhibition above about 58%; tested in S. cerevisiae
XIAP displacement – XIAP antagonists, biochemical, IAP family, fluorescence polarization (AID 1018). 200,000 tested, 0.007% active. XIAP BIR domain, fluorescence polarization peptide displacement; higher % means a stronger effect. one-dose displacement, % at 20 µM; IC50 in µM for titrated hits; in the data active means displacement above about 50%; further: a part of the inactive calls stands beside numbers as strong as those of hits
Lipid droplet – hepatic lipid droplet formation modulation. AML12 mouse hepatocytes, oleate lipid droplets, BODIPY imaging. inhibition, % at 6.5 µM. 240,000 tested, 0.4% active;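 active means lipid droplet intensity inhibited by at least 50%, with more than 500 cells counted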
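Assay system: AML12 hepatocytes (mouse); Probe or stimulus: oleic acid at 100 µM to induce lipid droplet formation; Dosing: compound at 6.5 µM only; Schedule: compound with oleate, overnight; Detection: fluorescence imaging, 20x objective, two fields per well; Measure: % inhibition of lipid droplet signal.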
Insulin prom up – MIN6 insulin promoter up-regulation; 190,000 tested, 0.3% active; MIN6 insulin promoter-GFP reporter, high-content imaging; hits give high values; z-score at 5 µM; AID 1625;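 active means z-score above 3 at 5 µM with at least 500 cells counted in the well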
WT yeast gro inh mutant strain – also measured in WT yeast gro inh; calls as there; inhibition, %; mitochondrial fusion phenotypic screen, mutant strain inhibition
Dynein cargo inh cytoplasmic EGFP – second read-out of Dynein cargo inh, no call of its own (marks repeat the call); z-score; measured here: cytoplasmic GR-EGFP intensity; hits give high values
Dynein cargo inh nuclear GR-EGFP – also measured in Dynein cargo inh; calls as there; z-score; measured here: nuclear GR-EGFP intensity;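 lower value marks the stronger effect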
Dynein cargo inh cell count – recorded beside Dynein cargo inh, whose call it bears; z-score; measured here: cell count per field
Insulin prom up cell count – further read-out of Insulin prom up, marked with its call; cell count; measured here: cytotoxicity, nuclei count;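 total cells summed across four imaged fields per well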
Lipid droplet cells 6.5 µM – second read-out of Lipid droplet, no call of its own (marks repeat the call); cell count; measured here: cell count, cytotoxicity flag;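 cells counted across two imaged fields per well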
b-catenin transl cell count 5 µM – recorded beside b-catenin transl, whose call it bears; cell count; measured here: cell count, cytotoxicity flag
MT stabilize HCS Hoechst-high % – second read-out of MT stabilize HCS, no call of its own (marks repeat the call); % Hoechst-high responders; measured here: nuclear condensation Hoechst responders;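 share of cells brighter than vehicle mean plus two SD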
MT stabilize HCS cytotoxicity % – recorded beside MT stabilize HCS, whose call it bears; toxicity, %; measured here: cytotoxicity by cell density;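 0% = mean cell density of plate MIN control wells and 100% = no cells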
Autophagy mod cell loss 18 h – also measured in Autophagy mod; calls as there; toxicity, %; measured here: cell loss, nuclei count;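 cell loss after 18 h compound exposure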
* marks the source's active call; other numbers are inactive results; i = inactive; . = no result given.

Results follow in this order: Dynein cargo inh	Dynein cargo inh cytoplasmic EGFP	Dynein cargo inh nuclear GR-EGFP	Dynein cargo inh cell count	MT stabilize HCS	MT stabilize HCS Hoechst-high %	MT stabilize HCS cytotoxicity %	Autophagy mod	Autophagy mod cell loss 18 h	b-catenin transl	b-catenin transl cell count 5 µM	ER stress rescue	WT yeast gro inh	WT yeast gro inh mutant strain	XIAP displacement	Lipid droplet	Lipid droplet cells 6.5 µM	Insulin prom up	Insulin prom up cell count
> Cc1ccc(CN(Cc2cc3cccc(C)c3[nH]c2=O)C(=S)NCCCN(C)C)cc1
 : -0.56	-0.24	-0.23	0.79	2.4	2.3	0.7	i	9	0.5	1530	-2.7%	-3	8	-5.5%	-2	666	.	.
> COc1ccc(Cc2nnc(NC(=O)CSc3ccc(Cl)cc3)s2)cc1OC
 : -1.2	0.27	-0.34	-1.4	1.9	3.1	4.5	i	8	0.0	1084	1.8%	5	-1	-5.6%	-12	580	0.09	1498
> O=C(O)c1cccc(NC(=S)NC(NC(=O)c2cccc([N+](=O)[O-])c2)C(Cl)(Cl)Cl)c1 (stereo not drawn)
 : -0.18	-0.21	0.33	0.25	.	.	.	.	.	1.2	1311	.	.	.	.	1	699	-0.25	1245
> C=CCN1C(=O)NC2(O)C(=O)c3ccccc3C12O (stereo not drawn)
 : 0.065	-0.19	0.28	0.68	2.5	1.8	5.1	i	-4	-3.0	1130	-2.2%	8	7	-9.6%	19	657	0.36	1824
> Cc1ccnc(NS(=O)(=O)c2ccc(NC(=O)CCS(=O)(=O)c3ccccc3)cc2)n1
 : 0.34	-0.2	0.22	-0.036	2.7	1.6	0.1	i	-17	0.6	1031	-0.9%	1	-4	-8.0%	9	677	0.2	1106
> CCOc1cc(-n2ncc(C#N)c2N)nc(SC)n1
 : -0.21	-0.24	-0.007	-0.25	5.7	2.0	12	i	0	-1.9	1138	1.0%	10	-1	-9.8%	31	748	-0.32	1192
> CC(=C/c1ccco1)/C=N/NC(=O)Cc1cccn1C
 : -0.68	-0.12	-0.27	-0.19	2.0	3.5	9.5	i	-3	-1.6	1110	-1.2%	-8	-1	-9.8%	-6	657	0.26	1454
> COc1ccc(N(C(=O)/C=C/c2ccc(OC)c(OC)c2)C2=CC3CCC(C2)N3C)cc1 (stereo not drawn)
 : 0.043	0.063	-0.32	-0.036	1.6	2.6	10	i	19	-3.0	1177	-0.7%	-8	3	-6.8%	17	709	-0.14	1262
> CCOC(=O)C1=C(C)N(CC(C)C)C(=O)C1
 : -0.057	-0.32	0.43	0.41	2.8	2.2	0.3	i	28	0.5	986	1.1%	-13	-9	-5.9%	10	751	0.01	1484
> Cc1ccc(SCCCCN2C(=O)NC(C)(C)C2=O)cc1
 : 0.71	-0.26	0.2	0.25	2.4	1.3	2.3	i	-4	0.4	1080	-1.0%	-2	1	-2.1%	6	624	-0.07	1792
> COc1ccccc1CNC(=O)CSc1ccc(-c2ccncc2)nn1
 : 0.77	0.4	0.43	-0.21	4.1	2.2	6.8	i	27	0.9	1048	0.9%	14	-10	-6.7%	8	698	-0.81	1189
> COc1ccccc1N=c1sc2ccccc2n1C
 : -0.28	-0.26	-0.16	0.4	3.3	2.6	8.6	i	3	-3.9	1183	-1.6%	4	12	-4.3%	-3	724	.	.
> COc1ccc(Cl)cc1NC(=S)NCc1ccccn1
 : 1.2	-0.2	0.39	-0.099	7.8	1.7	3.4	i	17	-0.2	1092	1.6%	31	15	-6.2%	5	710	-0.41	1449
> CC1Sc2ccccc2N(CC(=O)N(C(C)C)C(C)C)C1=O (stereo not drawn)
 : -0.25	0.016	0.091	0.47	2.3	1.7	12	i	-10	1.5	1115	-2.2%	13	7	-3.7%	-5	771	-0.17	915
> Cc1cccc(-n2ncc3c(N4CCC5(CC4)OCCO5)ncnc32)c1
 : -0.69	-0.78	-0.08	0.42	.	.	.	.	.	-2.0	1237	.	15	-1	.	24	765	-2.4	1004
> COc1ccc(-c2csc(NC(=O)CSc3n[nH]c(N)n3)n2)cc1
 : 0.3	-0.32	-0.43	-0.088	2.7	1.9	4.9	i	-3	1.0	1098	0.1%	-14	-18	-4.2%	4	731	1.3	1367
> N/C(=N/OC(=O)c1ccccc1Cl)c1nonc1N
 : -1.2	-0.19	-0.58	0.23	3.2	2.8	5.9	i	-1	2.6	834	0.9%	15	12	-1.3%	-4	680	-0.1	1415
> CCCC(O)(CCC)C(=O)NN(C(=O)CCl)c1cccc(C)c1
 : -2	0.16	-1.1	-0.019	2.0	2.2	8.3	i	-2	1.2	974	-1.7%	-6	-4	-8.0%	9	625	0.14	1260
> Cc1cccc(NC(=S)N2CCCCCC2)c1
 : -0.06	-0.25	0.11	-0.66	3.0	2.7	12	i	2	.	.	0.2%	6	-1	-9.2%	4	639	0.77	1187
> O=C(NC1CCCCC1)C(c1ccc(Cl)cc1)N1CCC2(CC1)OCCO2 (stereo not drawn)
 : -0.18	-0.14	-0.21	0.15	3.3	0.8	1.2	i	-5	-2.6	917	0.2%	0	3	-9.8%	.	.	-0.06	1491

(listing goes on)
Results follow in this order: Dynein cargo inh	Dynein cargo inh cytoplasmic EGFP	Dynein cargo inh nuclear GR-EGFP	Dynein cargo inh cell count	MT stabilize HCS	MT stabilize HCS Hoechst-high %	MT stabilize HCS cytotoxicity %	Autophagy mod	Autophagy mod cell loss 18 h	b-catenin transl	b-catenin transl cell count 5 µM	ER stress rescue	WT yeast gro inh	WT yeast gro inh mutant strain	XIAP displacement	Lipid droplet	Lipid droplet cells 6.5 µM	Insulin prom up	Insulin prom up cell count
> Cc1ccc(-c2ccc(SCC(=O)N3CCc4ccccc43)nn2)cc1
 : -0.39	-0.26	-0.25	0.47	2.7	2.3	4.1	i	12	0.5	1126	-1.7%	19	-6	-3.3%	0	581	0.1	1415
> O=C(COC(=O)c1cncc(Br)c1)NCc1ccc(F)cc1
 : 0.43	-0.2	0.48	-0.6	3.6	3.6	7.1	i	1	-0.9	1094	-0.8%	-10	16	-6.2%	-16	701	-0.2	1261
> CN(C)S(=O)(=O)NCCNC(=O)c1cc(OCC(F)(F)F)ccc1OCC(F)(F)F
 : 1	-0.18	0.65	-0.27	2.9	2.1	2.4	i	18	-0.2	1013	0.4%	9	-3	-4.0%	1	685	-0.06	1241
> Cc1ccc(Nc2nc(CSc3nnc(-c4ccncc4)n3C)cs2)cc1
 : 0.14	-0.19	0.36	0.062	2.2	5.6	8.8	i	-1	-0.3	968	-4.7%	11	-9	-11%	-4	708	-0.44	1441
> COc1ccc(C(=O)COC(=O)CCc2ccccc2)cc1
 : -0.51	-0.013	0.58	-0.27	.	.	.	.	.	0.9	1367	.	.	.	.	0	691	0.42	1118
> Cc1cc(=O)oc2cc(OC(=O)c3ccco3)ccc12
 : 0.65	-0.31	0.41	0.54	2.5	3.5	7.0	i	-21	2.2	864	-1.0%	-10	-5	-9.6%	13	763	.	.
> CCC(C)NC(=O)C1CCCCN1S(=O)(=O)c1ccc(F)cc1 (stereo not drawn)
 : 2.1	0.11	2	-1.1	2.5	0.9	4.6	i	28	-0.7	1227	1.0%	-2	-4	-7.8%	-11	714	0.46	918
> CCC(=O)Nc1nnc(CSCc2ccccc2)s1
 : -0.82	-0.24	-0.37	0.0026	5.6	4.8	9.6	i	-8	-4.4	1210	-0.8%	-3	10	-0.3%	-7	749	0.82	907
> NC(=O)c1oc2ccc(Cl)cc2c1NC(=O)CN1CCOCC1
 : -0.27	-0.26	0.13	-0.2	2.8	2.7	9.2	i	0	-0.4	1000	-2.4%	0	-22	-3.2%	-6	703	0.33	1695
> O=C(CS(=O)(=O)c1ccc2ccccc2c1)Nc1ccccc1Cl
 : 0.93	0.054	0.6	-1.4	3.4	2.4	8.6	i	8	2.0	1066	-3.9%	30	11	-2.7%	4	597	0.32	1540
> O=C(CNC(=O)C12CC3CC(CC(C3)C1)C2)N1CCN(S(=O)(=O)c2cccs2)CC1
 : -0.87	-0.26	-0.88	0.83	3.9	3.8	6.4	i	-14	1.0	1022	-0.2%	-2	5	-4.9%	-8	604	-0.01	1351
> O=C(NCc1ccco1)C1CC(c2c(Cl)cccc2Cl)=NO1 (stereo not drawn)
 : 0.88	-0.06	0.19	-0.56	11	1.6	13	i	-1	-0.2	1265	-1.0%	-1	-18	-4.6%	.	.	-0.45	1576
> CCOc1ccc(Cc2n[nH]c(=S)n2Cc2ccccc2)cc1
 : 0.33	0.41	0.085	-0.13	8.1	1.4	5.9	i	1	5.8	778	0.4%	18	-8	13%	2	637	.	.
> O=C(NCc1ccc(F)cc1)c1c2c(nc3ccccc13)CCN(Cc1ccccc1)C2
 : 0.31	-0.19	0.047	-0.38	2.9	2.8	5.8	i	38	0.2	1026	1.3%	6	21	-4.2%	2	648	0.53	1380

Some values from above:
Under b-catenin transl cell count 5 µM, `O=C(NCc1ccco1)C1CC(c2c(Cl)cccc2Cl)=NO1` (stereo not drawn) reads 1265
Under WT yeast gro inh, `CN(C)S(=O)(=O)NCCNC(=O)c1cc(OCC(F)(F)F)ccc1OCC(F)(F)F` reads 9
